CYP2C19 activ = cytochrome P450 2C19 (human) activation. P33261. recombinant CYP2C19, luciferin-H EGE luminescence; stronger effect = higher value; 0 = fully inhibited enzyme, 1 = untreated enzyme. activation factor at 5 µM. 96,000 tested, under 10 active. AID 1025;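 active means activation factor of at least 2 at 5 µM in the primary screen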;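 further: 0 = wells with 2.5 mM tranylcypromine and 1 = vehicle-only wells; values of inactives mirror those of a sister screen read the other way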
Target sequence (P33261 whole entry, looked up): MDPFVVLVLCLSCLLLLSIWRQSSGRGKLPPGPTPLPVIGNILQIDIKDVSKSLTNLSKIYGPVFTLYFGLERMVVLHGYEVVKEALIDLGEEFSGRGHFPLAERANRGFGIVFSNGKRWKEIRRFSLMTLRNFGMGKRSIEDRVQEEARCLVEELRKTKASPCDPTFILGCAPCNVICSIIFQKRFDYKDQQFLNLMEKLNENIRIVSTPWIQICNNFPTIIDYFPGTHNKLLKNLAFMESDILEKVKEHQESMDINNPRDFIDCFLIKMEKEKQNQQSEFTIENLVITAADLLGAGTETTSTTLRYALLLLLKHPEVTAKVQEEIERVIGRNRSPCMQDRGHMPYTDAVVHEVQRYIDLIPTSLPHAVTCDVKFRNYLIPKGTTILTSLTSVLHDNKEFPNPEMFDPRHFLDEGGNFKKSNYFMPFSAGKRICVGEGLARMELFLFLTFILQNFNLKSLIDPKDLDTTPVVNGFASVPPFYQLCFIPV
Pyk2 oligo antag = antagonists of human Pyk2 oligomerization | Q293 cells, Pyk2 FERM NanoBiT luminescence; stronger effect = lower value | z-score (the deposit names both 25 µM and 10 µM) | hit rate 0.83% among 99,000 | AID 1347419;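 active means Z-score of -3 or lower, scaled per plate to the spread of control and sample wells; inactive means z-score above -3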;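 further: negative z-score means lost luminescence so less FERM oligomerization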
CYP2C9 activ = increases human cytochrome P450 2C9 activity | recombinant CYP2C9, luciferin-H conversion, luminescence; stronger effect = higher value; factor 1 = untreated enzyme, 0 = blocked | activation factor at 5 µM | hit rate 1.4% among 96,000;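 active means activation factor of 2 or more for CYP2C9 at a 5 µM dose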;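 further: 0 = sulfaphenazole-blocked wells and 1 = vehicle-only wells; values of inactives mirror those of a sister screen read the other way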
Target sequence (P11712 whole entry, looked up): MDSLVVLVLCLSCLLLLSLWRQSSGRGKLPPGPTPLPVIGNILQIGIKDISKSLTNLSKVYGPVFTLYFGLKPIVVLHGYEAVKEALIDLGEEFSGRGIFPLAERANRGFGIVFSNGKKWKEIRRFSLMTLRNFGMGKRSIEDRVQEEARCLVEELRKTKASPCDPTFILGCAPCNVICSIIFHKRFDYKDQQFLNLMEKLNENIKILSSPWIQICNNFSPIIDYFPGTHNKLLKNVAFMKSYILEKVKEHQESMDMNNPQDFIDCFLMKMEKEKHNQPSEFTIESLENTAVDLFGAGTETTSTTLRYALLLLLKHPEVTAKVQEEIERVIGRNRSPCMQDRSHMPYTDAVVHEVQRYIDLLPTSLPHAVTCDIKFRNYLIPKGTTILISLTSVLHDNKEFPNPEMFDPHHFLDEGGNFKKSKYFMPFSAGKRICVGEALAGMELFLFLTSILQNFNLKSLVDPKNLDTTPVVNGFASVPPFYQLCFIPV
PostGolgi yeast = growth inhibition of a yeast mutant, post-Golgi transport screen | post-Golgi transport phenotypic cell assay | inhibition, % at 10 µM | hit rate 0.9% among 98,000; in the data active means inhibition above about 30%;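 further: yeast cells grown in 1536-well plates; yeast grown about 18 h at 30C before absorbance read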
CYP2C19 inh = human CYP2C19 inhibition | inhibition, % at 5 µM | P33261 | CYP2C19 Supersomes, luciferin-H EGE luminescence, 30 min | hit rate 21% among 96,000;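 active means CYP2C19 inhibition above a set limit at 5 µM in the primary screen, cut at about 50% in these data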;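 further: plate controls were negative control wells for no effect and 2.5 mM tranylcypromine positive control for full effect; values of inactives mirror those of a sister screen read the other way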
CYP2C9 inhib = human CYP2C9 inhibition | P11712 | CYP2C9 Supersomes, luciferin-H conversion, luminescence | inhibition, % at 5 µM | hit rate 20% among 96,000;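 active means blocking of liver enzyme CYP2C9 beyond about 50% at 5 µM, limit read from the data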; further: values of inactives mirror those of a sister screen read the other way
PLAP act = activates human placental alkaline phosphatase; P05187; purified PLAP enzyme, luminescent substrate read-out; stronger effect = higher value; hit rate 1.2% among 96,000; activation fold at 20 µM; in the data active means activation fold above about 2
EphB4 ephrin blk = antagonists of human EphB4-ephrin-B2 interaction | inhibition, % at 7 µM | hit rate 0.15% among 97,000 | AID 720 | EphB4 LBD / TNYL-RAW-Alexa532 peptide, fluorescence polarization;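 active means inhibition above the screen-wide mean inhibition plus 3 SD, cut at about 15% in these data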;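 further: 0% = DMSO wells and 100% = excess unlabeled TNYL-RAW peptide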
E coli WT exp = E. coli BW25113 growth inhibition, expanded screen | OD600 absorbance | growth inhibition, % at 100 µM | hit rate 0.15% among 98,000 | AID 710;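 active means growth inhibition above about 50% at one test dose, limit read from the data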;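 further: growth measured after 20 h incubation at 37 °C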
* hit, by the source's call; / = no result given.

Structure | CYP2C19 activ | Pyk2 oligo antag | CYP2C9 activ | PostGolgi yeast | CYP2C19 inh | CYP2C9 inhib | PLAP act | EphB4 ephrin blk | E coli WT exp
COc1ccc(C2c3c(ncn(CCN4CCOCC4)c3=N)Oc3ccc4ccccc4c32)cc1OC (stereo not drawn) | 0.9 | -2.2 | 0.7 | 0 | 14 | 25 | 1.3 | 0 | 13
CCn1c(COc2ccc(=O)n(-c3ccccc3)n2)nnc1SCc1ccccc1C | 0.8 | 0.37 | 0.4 | 3 | 15 | 61* | 1.2 | 11 | 13
CN1CCN(C(=O)c2c(NC(=O)c3ccco3)sc3c2CCC(C(C)(C)C)C3)CC1 (stereo not drawn) | 0.9 | -4.6* | 0.9 | 4 | 15 | 14 | 1.5 | -1 | -3
CCOc1ccccc1NC(=O)Cn1nnc(C(=O)NCc2ccco2)c1N | 0.9 | 0.36 | 0.7 | -2 | 14 | 28 | 1 | -5 | -1
CCOc1cccc2cc(-c3nnc(NCc4ccco4)s3)c(=O)oc12 | 0.9 | 0.19 | 2.9* | -9 | 10 | -190 | 1 | 4 | -1
c1ccc(CC2CCN(c3nc4ccccc4n4nnnc34)CC2)cc1 | 0.9 | 1.3 | 0.9 | 8 | 12 | 11 | 0.9 | -4 | -17
COc1ccc(-c2nc(-c3ccc(Br)o3)no2)cc1 | 1.1 | / | 1.4 | -1 | -9 | -43 | 0.8 | 2 | 0
Cc1ccc(C)c(NC(=S)N2CCC(c3nc4ccccc4s3)CC2)c1 | 0.6 | -0.53 | 0.5 | 11 | 37 | 48 | 1.3 | 3 | -6
C=CCOc1ccc(/C(O)=C2\C(=O)C(=O)N(CCCOC)C2c2ccncc2)cc1 (stereo not drawn) | 0.9 | 0.23 | 0.8 | 1 | 5 | 15 | 1.4 | / | 1
O=C(NC1CCCCC1)N1CCC(c2nc3ccccc3[nH]2)CC1 | 0.7 | 0.02 | 0.8 | 3 | 28 | 21 | 0.9 | -10 | -4
CCNC(=O)n1nccc1C(C)Oc1cccc(C(F)(F)F)c1 (stereo not drawn) | 0.4 | -1.4 | 0.7 | -5 | 56* | 26 | 1 | -1 | 8
CCn1cnc2cc(NCc3nc4ccccc4n3C)ccc21 | 0.1 | 0.23 | 0.6 | -2 | 93* | 41 | 1.2 | -2 | 8
O=C(CCN1CCN(c2ccc(F)cc2)CC1)Nc1ccc(F)cc1 | 0.5 | -0.67 | 1 | -3 | 50 | 2 | 1 | -2 | -9
COc1cc(C2NC(C(=O)O)Cc3c2[nH]c2ccccc32)cc(OC)c1OC (stereo not drawn) | 0.8 | 0.04 | 1.2 | -10 | 20 | -20 | 1.7 | -3 | 3
Cc1ccc(OC(C)C)c(CN(CCO)CCO)c1 | 1 | 1 | 1 | -1 | 0 | -4 | 0.8 | -6 | 9
Cc1ccc2c(c1)C=CC(C)N2C(=O)c1ccccc1 (stereo not drawn) | 0.8 | 0.84 | 0.8 | 2 | 19 | 22 | 1 | -4 | 3
CCN(CCO)C(=O)CC(c1ccccc1)c1cc(Br)ccc1O (stereo not drawn) | / | -1.1 | / | -5 | / | / | / | -1 | 6
Cc1ccc(NS(=O)(=O)c2ccc(OCC(=O)NCc3ccco3)cc2)cc1 | 0.3 | 1 | 0.1 | -3 | 75* | 85* | 1.1 | 1 | 0
O=c1c2cc(Br)cc(Br)c2oc2nc3n(c(=O)c12)CCCS3 | 0.9 | / | 0.8 | 4 | 14 | 20 | 1.6 | -1 | 2
CC(=O)NC1C(=O)N=C(SCC(=O)NC(C)c2ccccc2)NC1=O (stereo not drawn) | 0.8 | 0.06 | 1 | -5 | 16 | 1 | 1.2 | 1 | -5

Structure | CYP2C19 activ | Pyk2 oligo antag | CYP2C9 activ | PostGolgi yeast | CYP2C19 inh | CYP2C9 inhib | PLAP act | EphB4 ephrin blk | E coli WT exp
Cc1cc(C)c2nc(C(F)(F)F)nc(NCCCN3CCCC3=O)c2c1 | 1 | -1.3 | 1 | 16 | -3 | -3 | 1 | 5 | 0
Cc1cccc(NC(=O)c2ccc3ccccc3n2)n1 | 0.8 | -0.26 | 1 | 4 | 23 | -1 | 1.3 | / | 2
Cc1cc2c(cc1C)CSC(c1c(O)ccc3ccccc13)SC2 | 0.2 | -0.37 | 0 | 103* | 81* | 99* | 1.2 | 2 | -4
O=C(c1cc(S(=O)(=O)N2CCOCC2)ccc1F)N1CCCc2ccccc21 | 1 | -0.35 | 1 | -9 | 2 | 3 | 0.9 | -4 | -10
CS(=O)(=O)NCCSCc1ccc(Cl)cc1 | 0.8 | 0.87 | 0.9 | -5 | 19 | 11 | 1.1 | 3 | -2
O=C(Cn1nc(Cc2cccnc2)c2ccccc2c1=O)Nc1ccc2c(c1)OCO2 | 0.8 | / | 0.6 | 4 | 20 | 43 | 0.9 | -4 | -7
CCOC(=O)C1C(=O)NC(N2CCCCC2)=NC1c1ccco1 (stereo not drawn) | 1.2 | 0.62 | 1.1 | 2 | -22 | -11 | 1 | -1 | 2
O=C(c1ccccc1-c1nc2ccccc2[nH]1)N1CCOCC1 | 0.9 | -0.44 | 1 | -7 | 9 | 0 | 1 | / | -13
CCCCNC(=O)c1sc2nc(C)cc(COC)c2c1-n1cccc1 | 0.6 | -1.1 | 0.6 | 4 | 36 | 44 | 1.1 | 1 | -2
COc1ccc(/C(O)=C2/C(=O)C(=O)N(CCN(C)C)C2c2ccc(F)cc2)cc1Cl (stereo not drawn) | 0.9 | -0.98 | 1 | -4 | 12 | -1 | 1.7 | 3 | -1
N/C(=N\OC(=O)Oc1ccccc1)c1ccc(Br)cc1 | 1 | 0.9 | 0.9 | -7 | 2 | 7 | 0.8 | 0 | 3
COc1ccc(C(=O)Nc2ccc3c(c2)Cc2ccccc2-3)cc1 | 0.9 | 0.44 | 1 | -4 | 5 | -2 | 0.9 | 9 | -12
COc1ccc(CCNC(=O)COc2ccc(S(=O)(=O)NC3CCCCC3)cc2Cl)cc1 | 0.4 | 0.17 | 0.1 | 0 | 64* | 85* | 1.5 | -2 | -6
O=C(Nc1ccon1)c1cccc(C(F)(F)F)c1 | 0.6 | -0.16 | 1 | 5 | 39 | 2 | 0.9 | / | 5
CC(=O)c1ccccc1NS(=O)(=O)c1c(C)nn(-c2ccccc2)c1C | 0 | -1.6 | 0.5 | 7 | 99* | 51* | 1 | -2 | 2
CC(C)(C)c1ccc(S(=O)(=O)NCc2ccc(C(=O)N3CCCC3)cc2)cc1 | 1 | 1.9 | 1 | 6 | -1 | -3 | 0.9 | 2 | -7
Cc1ccn(CC(=O)O)c(=O)c1 | 1.3 | 0.86 | 1.2 | -5 | -28 | -24 | 1 | 0 | 1
Cn1nnnc1SCc1csc(Nc2ccccc2)n1 | 0.8 | 0.38 | 3.8* | 3 | 17 | -277 | 0.8 | / | 6
C=CCN1CC(c2nc3ccccc3n2Cc2cccc3ccccc23)CC1=O (stereo not drawn) | 0.7 | -0.65 | 0.4 | -4 | 35 | 60* | 1.3 | -5 | -4
O=C(c1cccc(C(=O)N2CCN(c3ccccc3)CC2)c1)N1CCN(c2ccccc2)CC1 | 0.6 | 1.7 | 0.7 | -4 | 41 | 34 | 1.5 | -4 | -1

Overlap with the part before: three entries, then new ones.
Structure | CYP2C19 activ | Pyk2 oligo antag | CYP2C9 activ | PostGolgi yeast | CYP2C19 inh | CYP2C9 inhib | PLAP act | EphB4 ephrin blk | E coli WT exp
Cn1nnnc1SCc1csc(Nc2ccccc2)n1 | 0.8 | 0.38 | 3.8* | 3 | 17 | -277 | 0.8 | / | 6
C=CCN1CC(c2nc3ccccc3n2Cc2cccc3ccccc23)CC1=O (stereo not drawn) | 0.7 | -0.65 | 0.4 | -4 | 35 | 60* | 1.3 | -5 | -4
O=C(c1cccc(C(=O)N2CCN(c3ccccc3)CC2)c1)N1CCN(c2ccccc2)CC1 | 0.6 | 1.7 | 0.7 | -4 | 41 | 34 | 1.5 | -4 | -1
CCN(CC)S(=O)(=O)c1ccc(N2CCN(S(=O)(=O)c3ccc4c(c3)OCCO4)CC2)nc1 | 0.7 | -0.89 | 0.6 | -2 | 29 | 44 | 1.4 | -1 | -18
CC(C)(C)c1[nH]nc2c1C(C1C=CCCC1)C(C#N)=C(N)O2 (stereo not drawn) | 0.6 | -2.8 | 0.5 | -5 | 36 | 48 | 1 | 3 | -2
O=C(NC(=S)Nc1ccc(S(=O)(=O)N2CCCCC2)cc1)c1ccccc1 | 0.9 | 0.66 | 0.8 | -8 | 13 | 21 | 0.8 | -2 | -1
CCN1CCN(c2ccc(NC(=O)Cc3ccccc3)cc2)CC1 | 0.9 | 1.4 | 1.1 | -4 | 13 | -8 | 0.8 | 3 | 2
CCOC(=O)c1cccc(NC(=O)CS(=O)(=O)Cc2nc(-c3cccc(OC)c3)oc2C)c1 | 0.6 | 1 | 0.2 | -6 | 45 | 76* | 0.9 | / | -6
Cc1ccc(S(=O)(=O)N2CCCC2)cc1S(=O)(=O)N1CCCC1 | 0.5 | 0.16 | 1.2 | -3 | 52* | -16 | 1.2 | -5 | 5
CC1=C(C(=O)Nc2cc(C)ccc2C)C(c2cccs2)NC(=S)N1 (stereo not drawn) | 1 | 1.8 | 0.8 | -3 | 1 | 22 | 0.9 | 5 | 2
CC1=C2C(=O)OC(c3ccoc3)C2(C)CCC1 (stereo not drawn) | 0.2 | 1.3 | 0.4 | -5 | 78* | 58* | 0.9 | -2 | 4
Cc1ncc(CC(=O)n2cc(C(=O)c3cc(F)ccc3O)cn2)s1 | 1.1 | -0.24 | 0.9 | 0 | -9 | 6 | 0.9 | 0 | 21
CC(=C1C(=O)c2ccccc2C1=O)N1CCN(c2ccccn2)CC1 | 0.9 | 0.68 | 0.8 | -2 | 13 | 17 | 1 | 0 | -3
CCCC(=O)c1ccc(N2CCN(C(=O)c3ccccc3)CC2)c(F)c1 | 0.6 | 0.87 | 0.6 | -8 | 42 | 36 | 1.4 | 5 | 13
CC(=O)Nc1nc(C)c(-c2csc(Nc3ccc(O)cc3)n2)s1 | 0.9 | -0.24 | 0.2 | 0 | 6 | 76* | 1.3 | -6 | 2
CCOC(=O)CSc1snnc1-c1ccccc1 | 0.6 | 0.46 | 0.8 | 9 | 38 | 24 | 0.8 | 1 | -1
Nc1nonc1C(=O)NCCNCc1cc(Br)ccc1OCc1ccccc1F | 0.4 | 0.69 | 0.6 | 3 | 57* | 43 | 1.4 | 0 | -1
CC(=O)N(CC(=O)Nc1nn(-c2ccccc2)nc1C(N)=O)Cc1ccccc1 | 1 | -0.23 | 0.9 | 4 | 0 | 8 | 1 | 7 | -3
O=C1CCCCCN1Cc1ccccc1 | 0.6 | 0.65 | 1 | -2 | 35 | -3 | 1 | 4 | 4
Cc1nn(Cc2ccc(F)cc2)c(C)c1NC(=O)c1noc2c1CCCCC2 | 0.4 | -0.34 | 0.2 | -7 | 56* | 77* | 1.1 | / | 2
Cn1c(=O)cc(SCC(=O)Nc2ccccn2)c2ccccc21 | 1.3 | / | 2.5* | 1 | -25 | -154 | 0.9 | -3 | 2
Cc1ccc(Nc2ccc(-n3ccnc3)nn2)cc1C | 0 | -1.3 | 0 | 8 | 100* | 99* | 0.9 | -5 | 1
C1CCC(Nc2nnnn2C2CCCCC2)CC1 | 1 | 1 | 1.1 | -5 | 4 | -8 | 1.1 | -4 | 1
O=C(c1ccccc1-c1nc(-c2ccc(Cl)cc2)no1)N1CCCC1 | 0.6 | -0.77 | 0.2 | -2 | 43 | 78* | 1.4 | -19 | 2
CC(C)(C)Cc1nnc(NS(=O)(=O)Cc2ccccc2)s1 | 1.2 | 0.41 | 0.8 | 3 | -20 | 23 | 1.1 | 4 | 9
CCN=c1scc(-c2ccco2)n1/N=C/c1ccc(O)cc1 | 0.9 | 0.54 | 1.1 | -3 | 10 | -11 | 1.1 | 5 | 5
